# STK33 inh: human STK33 kinase inhibition; Q9BYT3; ADP-Glo luminescence, MBP substrate; inhibition, % at 12.5 µM; 0.44% of 27,000 active; in the data active = inhibition above about 20%
# Target sequence (Q9BYT3 whole entry, looked up): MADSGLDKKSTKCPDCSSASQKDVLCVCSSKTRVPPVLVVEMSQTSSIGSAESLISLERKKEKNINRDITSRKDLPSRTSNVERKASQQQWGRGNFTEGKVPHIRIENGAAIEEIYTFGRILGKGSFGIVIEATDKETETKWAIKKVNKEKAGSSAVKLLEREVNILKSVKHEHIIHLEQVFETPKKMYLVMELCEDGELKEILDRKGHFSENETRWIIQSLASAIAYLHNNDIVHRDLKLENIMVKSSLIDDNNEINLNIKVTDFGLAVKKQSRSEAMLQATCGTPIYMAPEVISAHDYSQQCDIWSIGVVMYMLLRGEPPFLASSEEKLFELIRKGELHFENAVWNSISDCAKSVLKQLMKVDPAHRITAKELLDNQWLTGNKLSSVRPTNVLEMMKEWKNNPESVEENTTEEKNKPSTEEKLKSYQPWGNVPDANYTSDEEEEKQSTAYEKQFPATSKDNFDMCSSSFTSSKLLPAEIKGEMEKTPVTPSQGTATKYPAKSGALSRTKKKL
# p53 PUMA act: re-activators of the mutant p53 pathway. 1.5% of 28,000 active. SW480 PUMA-promoter luciferase, p53 mutant reactivation. activation, % at 9.98 µM; in the data active = activation above about 52%
# * hit, by the source's call; x = no result given. This is a subset; rates above refer to the full screens.
canonical_smiles | STK33 inh | p53 PUMA act
O=C(CC1(O)C(=O)Nc2ccccc21)c1cccc(-n2cccc2)c1 (configuration not stated) | -1 | -53
O=c1cc(-c2ccccc2)nc2nc(NCc3cccc([N+](=O)[O-])c3)[nH]n12 | 5 | -4
C=CCN1C(=O)[C@]2(O[C@H](CCn3cc([C@H](O)c4ccccc4)nn3)[C@@H]([Si](C)(C)c3ccc(OC)cc3)[C@@H]2C)c2cc(N3CCOC3=O)ccc21 | 8 | x
C[C@@H]1CCCCO[C@@H](CN(C)S(=O)(=O)c2cn(C)cn2)[C@@H](C)CN([C@H](C)CO)C(=O)c2cc(NC(=O)Nc3ccc(F)cc3)ccc2O1 | -1 | 5
N#Cc1c(NC(=O)CSc2nc(-c3ccccc3)cc(C(F)(F)F)n2)sc2c1CCC2 | 2 | -1
C[C@H]1CN([C@@H](C)CO)C(=O)Cc2cc(NC(=O)Nc3ccccc3)ccc2O[C@H]1CN(C)CC1CC1 | x | -10
CNC[C@@H]1Oc2ccc(NC(=O)Nc3ccc4c(c3)OCO4)cc2C(=O)N([C@H](C)CO)C[C@@H]1C | x | 12
CNC[C@H]1OCCCC[C@H](C)Oc2ccc(NS(=O)(=O)c3ccc(C)cc3)cc2C(=O)N([C@@H](C)CO)C[C@@H]1C | x | 3
COc1ccc(S(=O)(=O)N(C)CC(=O)Nc2ccc(I)cc2)cc1OC | 3 | -25
COc1cccc(S(=O)(=O)N(C)C[C@@H]2Oc3ncc(-c4ccc(F)cc4)cc3C(=O)N([C@H](C)CO)C[C@@H]2C)c1 | 0 | x
C[C@H](CO)N1C[C@H](C)[C@@H](CN(C)Cc2cccc(F)c2)Oc2ncc(C#CCN(C)C)cc2C1=O | x | 11
COc1ccc(NC(=O)Nc2ccc3c(c2)CC(=O)N([C@H](C)CO)C[C@H](C)[C@H](CN(C)C(=O)Nc2ccc4c(c2)OCO4)O3)cc1 | -1 | x
CCc1cccc(OCC(=O)Nc2cccc(-c3nnc(-c4ccccc4)o3)c2)c1 | 6 | 98*
CNC[C@@H]1OCCCC[C@H](C)Oc2ccc(NS(=O)(=O)c3ccccc3)cc2C(=O)N([C@@H](C)CO)C[C@@H]1C | x | 0
COc1ccc(OC(C)C(=O)Nc2cc(OC)cc(OC)c2)cc1 (configuration not stated) | -3 | -15
CCn1c(SCC(=O)c2ccccc2)nnc1-c1cccnc1 | 3 | 11
CC1CC(=O)C2=C(O1)OC1(C)CCC3(O)C(C)(C)C=CC(=O)C3(C)C1C2 (configuration not stated) | 1 | -11
O=C(Cn1cnc2ccccc2c1=O)Nc1ccc2c(c1)Cc1ccccc1-2 | 6 | -3
COc1ccccc1-c1cnc2c(c1)C(=O)N([C@H](C)CO)C[C@H](C)[C@H](CN(C)C(=O)c1cccnc1)O2 | x | 2
O=C(c1ccccc1)N1Cc2ccccc2[C@@H]2OC(c3ccc(OCCCO)cc3)=N[C@]2(CCS(=O)(=O)c2ccccc2)C1=O | 5 | x
Cc1ccc(S(=O)(=O)Nc2ccc3c(c2)CC(=O)N([C@H](C)CO)C[C@@H](C)[C@@H](CN(C)C(=O)Nc2ccc4c(c2)OCO4)O3)cc1 | -2 | x
O=C(Nc1ccccc1[N+](=O)[O-])c1cc(S(=O)(=O)Nc2ccccc2)ccc1Cl | 3 | 8
CNC(=S)N(Cc1ccco1)C1CC(=O)N(c2ccccc2)C1=O (configuration not stated) | 1 | 9
C[C@@H]1CN([C@@H](C)CO)C(=O)CCCn2nncc2CO[C@H]1CN(C)CC1CCCCC1 | 2 | x
COC(=O)[C@@]1(Cc2ccccc2CN=[N+]=[N-])N=C(c2ccc(OCCCO)cc2)O[C@H]1c1ccccc1 | 14 | x
COc1ccc(S(=O)(=O)N(C)C[C@H]2Oc3ccc(NC(=O)CCCN(C)C)cc3C(=O)N([C@H](C)CO)C[C@H]2C)cc1 | x | 1
COCC#Cc1ccc2c(c1)O[C@@H](CN(C)C(=O)COC)[C@H](C)CN([C@@H](C)CO)S2(=O)=O | x | 9
CNC[C@H]1OCc2cnnn2CCCC(=O)N([C@H](C)CO)C[C@H]1C | -2 | 10
COc1ccc(CN(C)C[C@H]2Oc3ccc(NS(=O)(=O)c4ccc(OC)cc4)cc3C(=O)N([C@@H](C)CO)C[C@H]2C)cc1 | x | 3
COc1ccc(C(=O)CCC(=O)Nc2ccc(C(=O)O)cc2)cc1OC | 1 | -7
C[C@H]1CN([C@@H](C)CO)C(=O)Cc2cc(NC(=O)Cc3ccccc3)ccc2O[C@@H]1CN(C)Cc1ccc(-c2ccccc2)cc1 | 6 | x
C[C@H]1CN([C@@H](C)CO)C(=O)CCCn2cc(nn2)CO[C@H]1CN(C)C(=O)Nc1ccccc1F | -3 | -7
CC(C)NC(=O)Nc1ccc2c(c1)C(=O)N([C@@H](C)CO)C[C@@H](C)[C@@H](CN(C)S(=O)(=O)c1cn(C)cn1)OCCCC[C@@H](C)O2 | x | 6
C[C@@H]1CCCCO[C@H](CN(C)S(=O)(=O)c2ccccc2)[C@@H](C)CN([C@H](C)CO)C(=O)c2cc(NS(=O)(=O)c3cccs3)ccc2O1 | 7 | x
Cc1ccc(S(=O)(=O)Nc2ccc3c(c2)C(=O)N([C@@H](C)CO)C[C@H](C)[C@H](CN(C)C)O3)cc1 | -3 | x
CCCCCCCCCCCCCC(=O)N[C@@H](C)[C@H](O)c1ccccc1 | 0 | -7
CCOC(=O)c1ccccc1NC(=O)CN1C(=O)c2cccc3cccc1c23 | 3 | -1
O=C(COc1cccc(NC(=O)c2ccc(Cl)cc2)c1)c1ccccc1 | 1 | 16
CC(C)NC(=O)N(C)C[C@@H]1OCCCC[C@@H](C)Oc2ccc(N(C)C)cc2C(=O)N([C@@H](C)CO)C[C@@H]1C | x | 1
COc1ccc(C(=O)CC2(O)C(=O)N(Cc3ccccc3Cl)c3ccc(Cl)cc32)cc1OC (configuration not stated) | 2 | -10
CC(C)NC(=O)N(C)C[C@@H]1OCCCC[C@H](C)Oc2ccc(N(C)C)cc2C(=O)N([C@@H](C)CO)C[C@H]1C | x | 6
CN(C)[C@@H]1C(=O)C(C(N)=O)C(=O)[C@@]2(O)C(=O)C3C(=O)c4c(O)ccc(Cl)c4[C@@H](O)[C@H]3C[C@@H]12 (some centres not stated) | 4 | x
COc1cc2ncnc(Nc3cccc(Br)c3)c2cc1OC | 0 | 16
COc1cccc(OC)c1C(=O)Nc1cccc(C(=O)Nc2ccccc2C(=O)O)c1 | 2 | -2
CC(C)NC(=O)N(C)C[C@H]1OCCCC[C@H](C)Oc2ccc(NC(=O)Cc3ccccc3)cc2C(=O)N([C@@H](C)CO)C[C@@H]1C | x | -11
N#CC1=C(SCC(=O)Nc2ccccc2C(=O)c2ccccc2)NC(=O)CC1c1ccccc1F (configuration not stated) | 7 | 2
Cc1ccc(NC(=O)c2cc(=O)[nH]c(=O)[nH]2)cc1 | 1 | x
C[C@H](CO)N1C[C@H](C)[C@@H](CN(C)Cc2ccccn2)Oc2ncc(C3=CCCCC3)cc2C1=O | x | -5

# Reprinted at random: 5 compounds from above
canonical_smiles | STK33 inh | p53 PUMA act
O=C(COc1cccc(NC(=O)c2ccc(Cl)cc2)c1)c1ccccc1 | 1 | 16
CC(C)NC(=O)N(C)C[C@@H]1OCCCC[C@H](C)Oc2ccc(N(C)C)cc2C(=O)N([C@@H](C)CO)C[C@H]1C | x | 6
COc1ccc(C(=O)CC2(O)C(=O)N(Cc3ccccc3Cl)c3ccc(Cl)cc32)cc1OC (configuration not stated) | 2 | -10
C[C@H](CO)N1C[C@H](C)[C@@H](CN(C)Cc2ccccn2)Oc2ncc(C3=CCCCC3)cc2C1=O | x | -5
CCOC(=O)c1ccccc1NC(=O)CN1C(=O)c2cccc3cccc1c23 | 3 | -1

# Carrying on:
canonical_smiles | STK33 inh | p53 PUMA act
O=C(CC1C(=O)N(c2ccc(F)cc2)C(=O)N1Cc1ccccn1)Nc1ccccc1 (configuration not stated) | -2 | -3
O=C(CNS(=O)(=O)c1ccc(Br)cc1)Nc1cccc(F)c1 | -4 | 3
COc1ccc(NC(=O)N(C)C[C@@H]2OCc3cn(nn3)CCCC(=O)N([C@@H](C)CO)C[C@@H]2C)c(OC)c1 | -4 | x
COc1ccc(S(=O)(=O)N(C)CC(=O)NC2CCCC2)cc1 | -2 | 7
COc1ccc(NC(=O)N(C)C[C@@H]2Oc3ccc(NS(=O)(=O)c4ccc(Cl)cc4)cc3C(=O)N([C@@H](C)CO)C[C@@H]2C)cc1 | 0 | x
COc1ccc(S(=O)(=O)N(C)C[C@H]2Oc3ccc(NC(=O)Cc4ccccc4)cc3C(=O)N([C@H](C)CO)C[C@@H]2C)cc1 | x | 3
Cc1noc(C)c1S(=O)(=O)Nc1ccc2c(c1)CC(=O)N([C@H](C)CO)C[C@H](C)[C@H](CN(C)Cc1ccncc1)O2 | 2 | 13
NS(=O)(=O)c1ccc(NC(=S)NCc2cccnc2)cc1 | 5 | -14
C[C@@H]1CN([C@H](C)CO)C(=O)Cc2cc(NC(=O)C3CC3)ccc2O[C@H]1CN(C)Cc1ccc(Cl)c(Cl)c1 | -2 | 5
C[C@H](CO)N1C[C@H](C)[C@H](CN(C)C(=O)CN2CCOCC2)Oc2cc(/C=C/c3ccccc3)ccc2S1(=O)=O | x | -3
C[C@@H]1CN([C@H](C)CO)C(=O)Cc2cc(NS(=O)(=O)c3cn(C)cn3)ccc2O[C@@H]1CN(C)C(=O)Nc1ccc(F)cc1 | -4 | 4
O=C(NCC(O)CO)[C@]1(CCS(=O)(=O)c2ccccc2)N=C(c2ccc(OCCCO)cc2)O[C@@H]1c1ccccc1 (some centres not stated) | -8 | x

# Another view of some results above:
Compound: O=C(CNS(=O)(=O)c1ccc(Br)cc1)Nc1cccc(F)c1
- STK33 inh = -4
- p53 PUMA act = 3
Compound: COc1ccc(NC(=O)N(C)C[C@@H]2Oc3ccc(NS(=O)(=O)c4ccc(Cl)cc4)cc3C(=O)N([C@@H](C)CO)C[C@@H]2C)cc1
- STK33 inh = 0
- p53 PUMA act = x
Compound: NS(=O)(=O)c1ccc(NC(=S)NCc2cccnc2)cc1
- STK33 inh = 5
- p53 PUMA act = -14

# Going on with the list:
canonical_smiles | STK33 inh | p53 PUMA act
COc1ccc(CN(C)C[C@@H]2Oc3c(NS(=O)(=O)c4ccc(Cl)cc4)cccc3C(=O)N([C@H](C)CO)C[C@@H]2C)cc1 | x | -3
C[C@H](CO)N1C[C@H](C)[C@H](CN(C)Cc2ccc3c(c2)OCO3)Oc2ccc(N(C)C)cc2CC1=O | 0 | 1
Cc1nc(C)c(C(=O)C2C(=O)C(=O)N(CCN(C)C)C2c2ccccc2F)s1 (configuration not stated) | -1 | -4
C[C@@H]1CCCCO[C@@H](CN(C)Cc2ccc(Cl)c(Cl)c2)[C@@H](C)CN([C@H](C)CO)C(=O)c2cc(NC(=O)c3ccccc3)ccc2O1 | 4 | x
C[C@@H]1CN([C@@H](C)CO)S(=O)(=O)c2ccc(C#CC(C)(C)O)cc2O[C@@H]1CN(C)Cc1ccc(F)cc1 | x | -5
Cc1ccnc(SCC(=O)Nc2cccc(Cl)c2)n1 | -1 | -1
C[C@@H]1CN([C@H](C)CO)C(=O)Cc2cc(NC(=O)Nc3ccc(C(F)(F)F)cc3)ccc2O[C@@H]1CN(C)S(=O)(=O)c1ccccc1 | 5 | x
COc1ccc(C2COc3cc(O)ccc3C2)c(O)c1 (configuration not stated) | 11 | 29
Cc1ccc(OCC(=O)Nc2ccc(Cl)cc2C(=O)O)cc1C | -3 | -4
CNC(=O)CN(c1ccc(C)cc1)S(=O)(=O)c1ccc(Cl)cc1 | -1 | -5
CC(C)NC(=O)N(C)C[C@@H]1OCCCC[C@@H](C)Oc2ccc(NS(=O)(=O)c3ccccc3)cc2C(=O)N([C@H](C)CO)C[C@@H]1C | -1 | 5
C[C@H](CO)N1C[C@H](C)[C@@H](CN(C)C(=O)NC2CCCCC2)Oc2c(NS(=O)(=O)c3ccccc3)cccc2C1=O | x | -4
C[C@H](CO)N1C[C@H](C)[C@H](CN(C)C(=O)c2cccc(F)c2)Oc2cc(-c3cccnc3)ccc2S1(=O)=O | x | -10
COC(=O)c1ccccc1NC(=O)Cn1c(C)ccc1C | -5 | 0
C[C@@H]1CCCCO[C@H](CN(C)C(=O)Nc2ccccc2)[C@H](C)CN([C@H](C)CO)C(=O)c2cc(N(C)C)ccc2O1 | x | -4
Cc1ccc2nc(SCc3nc4ccccc4n3C)[nH]c2c1 | 0 | 62*
C[C@@H]1CCCCO[C@H](CN(C)C(=O)c2ccccc2)[C@@H](C)CN([C@H](C)CO)C(=O)c2cc(NS(=O)(=O)c3ccc(Cl)cc3)ccc2O1 | -1 | x
C[C@@H]1CN([C@@H](C)CO)C(=O)c2cc(N(C)C)ccc2O[C@@H](C)CCCCO[C@@H]1CN(C)C | x | 4
C[C@H](CO)N1C[C@H](C)[C@H](CN(C)S(=O)(=O)c2cccs2)Oc2ncc(C#Cc3ccc(F)cc3)cc2C1=O | 6 | x
C=C1CCCC(C)(C(=O)OC)C1CC/C(C)=C/CCC1=CC(=O)OC1 (configuration not stated) | -7 | 21
C[C@H]1CN([C@@H](C)CO)C(=O)c2cc(N(C)C)ccc2O[C@@H]1CN(C)C(=O)Nc1cccc2ccccc12 | 3 | x
Cc1oc2nc(SCC(=O)N3CCCCC3)nc(N)c2c1C | -1 | -4
C[C@H]1CN([C@@H](C)CO)C(=O)Cc2cc(NC(=O)Cn3cnnn3)ccc2O[C@H]1CN(C)Cc1ccncc1 | 0 | x
Cc1noc(C)c1S(=O)(=O)Nc1ccc2c(c1)CC(=O)N([C@@H](C)CO)C[C@@H](C)[C@@H](CN(C)CC1CC1)O2 | -1 | x

# Another view of part of the listing above.
# Every second line gives: STK33 inh	p53 PUMA act
> Cc1ccc2nc(SCc3nc4ccccc4n3C)[nH]c2c1
 : 0	62*
> C[C@@H]1CCCCO[C@H](CN(C)C(=O)c2ccccc2)[C@@H](C)CN([C@H](C)CO)C(=O)c2cc(NS(=O)(=O)c3ccc(Cl)cc3)ccc2O1
 : -1	x

# Source: PubChem (Broad Institute)
